Assay outcomes: PubChem BioAssay, several laboratories
CRFR2-BP antag – blocks CRF-induced signaling of the CRF-BP/CRF-R2 complex | HEK293 CRF-R2/CRF-BP, CRF-induced calcium fluorescence | inhibition, % at 11.8 µM | 350,000 compounds, 0.59% hits | AID 588475;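 active means inhibition of the ligand-induced calcium signal above about 50% at the single tested concentration, limit read from the data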
UBC9 SUMO inh – inhibitors of human SUMOylation (UBC9) | 290,000 compounds, 0.36% hits | inhibition, % at 35 µM | HTRF SUMOylation assay, SAE1/SAE2 + UBC9, in vitro; in the data active means inhibition above about 50%, passing the limit was not always enough; further: strong numbers were not always called active
HCV NS3 hel inh – blocks Hepatitis C virus NS3 helicase unwinding; NS3 helicase DNA unwinding, Cy5 molecular beacon fluorescence; inhibition, % at 10.9 µM; 290,000 compounds, 0.56% hits; AID 1800;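 active means inhibition above the mean of all tested compounds plus 3 SD, set per campaign, cut at about 35% in these data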;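 further: 0% = DMSO wells and 100% = thioflavine S control wells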
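System: NS3 helicase fragment of HCV / Schedule: 1 h at 25 °C / Control set: DMSO alone as 0% and 110 µM thioflavine S as 100% / Reagent: Cy5/quencher beacon DNA duplex and ATP to start / Technique: Cy5 fluorescence / Replication: singlicate / Evaluation: % inhibition of end-to-start signal ratio versus controls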
IDE act – activators of human insulin-degrading enzyme in cells; 340,000 compounds, 0.073% hits; HEK cells, FAbeta-B cleavage, fluorescence polarization; 0% vehicle, 100% cell-free pure enzyme wells; P14735; AID 493087; activation, % at 5.96 µM;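 active means activation above the mean of all tested compounds plus 3 SD, set per screening campaign, cut at about 17% in these data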
GalR3 antagonist – human GalR3 antagonism | O60755 | HEK293 GalR3-CNG cAMP membrane potential fluorescence; galR3 body fused to GalR1 C-terminus | inhibition, % at 3 µM | 360,000 compounds, 0.44% hits;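 active means inhibition above the screen-wide average plus 3 SD, cut at about 13% in these data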;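 further: forskolin and galanin both at EC90 stimulate the cells; cAMP rise reported by CNG channel membrane potential dye signal; 0% = forskolin plus galanin with DMSO and 100% = forskolin alone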
IMP-1 inh – blocks Pseudomonas aeruginosa IMP-1 metallo-beta-lactamase | purified IMP-1, nitrocefin hydrolysis, epi-absorbance fluorescence | inhibition, % at 5.6 µM | 290,000 compounds, 0.45% hits | AID 1556;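 active means inhibition above the mean plus 3 SD of all compounds in the same screening run, cut at about 4.5% in these data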;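 further: 0% = IMP-1 with DMSO and 100% = DMSO wells lacking enzyme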
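system = purified recombinant IMP-1 beta-lactamase | amount = 0.2 nM IMP-1, as dispensed | medium = HEPES buffer pH 7.1 with ZnSO4 and Brij 35 | times = 25 °C, 15 min preincubation, 25 min reaction | detection = plate fluorescence quenching by hydrolysis product, ex 480/em 530 nm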
IDE inh – cellular human IDE inhibition; HEK cells, FAbetaB cleavage, fluorescence polarization; 320,000 compounds, 0.41% hits; AID 434962; inhibition, % at 5.59 µM; P14735;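 active means percent inhibition above the average of all tested compounds plus 3 SD, set per screening campaign, cut at about 16% in these data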;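 further: IDE supplied by intact live HEK cells; FP after avidin binding of uncleaved biotin substrate so inhibition keeps polarization high; 0% = DMSO wells and 100% = 60 µM reference IDE inhibitor Ii1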
pCIP destab – lowers stability of the mouse p/CIP coactivator protein; AID 1984; F442A p/CIP-EGFP cells, EGFP fluorescence, 16 h; Q05BA5; 290,000 compounds, 0.01% hits; decrease of EGFP signal, % at 10 µM;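 active means EGFP signal decrease of at least 30% at 10 µM or well 3 SD below plate mean, unless failing retest; inactive means the rest, including hits failing retest or dose response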; further: some compounds called inactive have numbers as strong as hits; many of its hits are not listed in these tables
VIM-2 inh – blocks Pseudomonas aeruginosa VIM-2 metallo-beta-lactamase; purified VIM-2, nitrocefin hydrolysis, epi-absorbance fluorescence; inhibition, % at 5.6 µM; 290,000 compounds, 0.89% hits; AID 1527;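 active means inhibition above the mean of all tested compounds plus 3 SD, cutoff set per screening run, cut at about 7.5% in these data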;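 further: red hydrolysis product quenches plate fluorescence so inhibitors raise well fluorescence; 0% = enzyme with DMSO and 100% = DMSO without enzyme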
An asterisk follows results filed as active; x = not tested or not shown.

SMILES	CRFR2-BP antag	UBC9 SUMO inh	HCV NS3 hel inh	IDE act	GalR3 antagonist	IMP-1 inh	IDE inh	pCIP destab	VIM-2 inh
CCCCCCN(C(=O)CCCCCN1C(=O)NC(c2ccc([N+](=O)[O-])cc2)C(C(=O)OCc2ccccc2)=C1C)C(C(=O)NCCCC)c1ccc(OCC(=O)OC)c(C(=O)OC)c1 (stereo unspecified)	x	12	x	x	-3	x	3	3	x
CCn1c(SCC(=O)c2c(N)n(C3CC3)c(=O)[nH]c2=O)nnc1-c1ccoc1C	-7	x	x	1	3	x	-4	x	x
CC(C)(C)c1ccc(C(=O)Nc2ncn[nH]2)cc1	-3	-7	2	-2	-2	-4.1	-3	-9	-5.3
O=C(NNC(=S)NC1CCCCC1)c1cccc(S(=O)(=O)Nc2ccccc2Cl)c1	-4	-20	24	5	-2	-4.3	-6	-2	-4.1
C/C(CC(=O)Nc1ccc(C)c(Cl)c1)=N\NC(=O)c1ccco1	8	8	9	2	-5	-4.0	-7	-9	-3.4
O=[N+]([O-])c1cccc(-c2ccc(/C=N/NC(=S)Nc3cccc(F)c3)o2)c1	-24	-24	-1	4	-6	-4.3	-1	-8	-5.4
C=CCn1c(N)cc(=O)nc1SCC(=O)N1CCN(c2ccc(F)cc2)CC1	-3	17	-2	4	-3	-4.8	5	-15	-2.2
CC(C)CC(c1nnnn1CC1CCCO1)N1CCN(Cc2ccc3c(c2)OCO3)CC1 (stereo unspecified)	-7	-21	-3	4	1	-3.7	7	6	-2.6
N=c1c(C(=O)NC2CCCC2)cc2c(=O)n3ccccc3nc2n1C1CCCCC1	5	18	-1	-2	-6	-2.8	2	-4	-0.2
CCOC(=O)CN(C)C(=O)CCc1nnc(-c2ccc(-c3ccccc3)cc2)o1	0	4	3	-10	-11	-2.4	10	-15	-2.8
O=C(COC(=O)CCc1ccc(S(=O)(=O)N2CCOCC2)cc1)NC1CCCCCC1	12	1	-1	-2	2	-2.4	-6	-2	-0.7
CN(C)CCOCCOc1ccccc1-c1ccccc1	17	13	-7	4	-5	-1.4	5	-22	-2.4
CC(OC(=O)c1cccc(-n2cnnn2)c1)C(=O)NCc1ccccc1 (stereo unspecified)	0	x	x	1	-5	x	3	x	x
COc1cc(/C=N/NC(=O)c2ccncc2)ccc1OC(C)=O	2	3	-4	3	-10	-3.5	0	-3	-1.2
CN=C1SC(CC(=O)Nc2sc3c(c2C#N)CCCC3)C(=O)N1C (stereo unspecified)	-4	9	7	6	0	-3.4	3	2	-4.9
CC1=C(C(=O)OCCCBr)C(c2ccc3c(c2)OCO3)NC(=O)N1 (stereo unspecified)	1	-10	-3	0	x	-1.8	6	-9	-2.1
CC(C)n1nc(C(=O)NNC(=O)c2ccc(OC(F)F)cc2)c2ccccc2c1=O	-4	x	x	2	-5	x	-1	x	x
COc1ccc(NC(=O)CN(C)C(=O)c2cc(-c3ccncc3)nc3ccccc23)cc1	-2	5	-9	-1	-2	-3.0	-2	2	-0.7
CCN1C(=O)C(Cc2nc3ccccc3c(=O)n2C)c2ccccc21 (stereo unspecified)	-12	11	-5	2	0	-1.8	9	-11	-0.4
Cc1ccc(S(=O)(=O)NCC[C@@]2(C)C3CCC2(C)C(=O)C3)cc1 (stereo partly specified)	-2	-15	-1	7	-3	-4.1	-2	-10	-3.8
Cc1n[nH]c(=O)c2c(NC(=O)CSc3ccc(Br)cc3)oc(C)c12	25	x	x	5	-2	x	0	x	x
Cc1ccc2cc(-c3noc(C4CCCO4)n3)c(=O)[nH]c2c1 (stereo unspecified)	9	10	2	4	1	-3.2	0	-9	1.4
CN(CCc1ccccc1)C(=O)c1cccc(NC(=O)Cc2cccc([N+](=O)[O-])c2)c1	2	x	x	2	-2	x	1	x	x
CCCCN1C(=O)C(=O)N(CC(=O)N2CCc3ccccc32)C1=O	1	x	x	-1	-5	x	-3	x	x
COCCNC(=O)/C(C#N)=C1\N=C(N)c2ccccc21	-8	-7	-6	-5	1	-4.5	4	6	1.9
O=C(NNC(=O)C1CC1c1ccccc1)Nc1ccccc1 (stereo unspecified)	7	6	9	5	4	-2.2	1	-17	-5.3
Cc1ccc(S(=O)(=O)c2cc3c(=O)n4ccccc4nc3n(C)c2=N)cc1C	18	x	-1	1	0	-3.5	6	-9	6.1
COc1cccc(C(=O)Oc2cc(C)[nH]c(=O)c2[N+](=O)[O-])c1	-5	-10	-6	-1	0	-3.0	-1	9	-0.5
CNC(=O)c1[nH]cnc1C(=O)Nc1cccc(Cl)c1	2	x	x	0	-2	x	-3	x	x
COCC1CCCN(Cc2cn(-c3ccccc3)nc2-c2ccc3c(c2)OCO3)C1 (stereo unspecified)	4	19	-31	3	-6	-3.0	-1	2	-2.9
CCSC1=C(C#N)C(=O)n2c1cc1c2CCCC1	-1	25	5	1	-2	-0.8	3	-19	0.5
COc1ccc(CCN2C(=O)CC(C(C)c3ccccc3)C2=O)cc1OC (stereo unspecified)	2	-3	-11	1	-8	24*	-2	-4	-0.7
CC(=O)c1ccc(-c2cc([C@H]3[C@H]4C=CC[C@@H](C)[C@@H]4C(=O)N3Cc3ccccc3)ccc2F)cc1	-5	-9	x	-3	-3	x	-7	-5	x
Cc1ccc(Cl)cc1N1CCN(S(=O)(=O)c2cccc(S(=O)(=O)N3CCCC3)c2)CC1	0	-24	14	-1	-1	-0.7	5	4	-0.1
Cc1ccc(NC(=O)c2ccc(OC(=O)C(C)Oc3ccc(Cl)cc3C)cc2)cc1 (stereo unspecified)	13	2	3	6	3	-1.2	-2	-5	-1.3
O=S(=O)(c1ccccc1)n1cc(-c2ccccn2)c(N2CCOCC2)n1	3	9	8	3	-2	-3.2	0	-8	-2.6
O=c1n(Cc2ccccc2F)c2ccccc2n1Cc1ccccc1F	19	-7	-6	3	-5	-3.5	6	-7	-2.4
Cn1c(=O)c2cc(S(=O)(=O)NCCC(=O)NCc3ccccc3Cl)ccc2n(C)c1=O	-3	3	-13	-3	1	-2.1	2	7	-2.1
O=C(/C=C/c1c(Cl)nc2ccccn12)N1CCN(c2ccc(F)cc2)CC1	14	11	-4	-10	0	-0.9	12	-4	1.4
Cc1ccc(NC(=O)/C(C#N)=C/c2ccccc2C(F)(F)F)cc1	-15	18	16	3	-1	0.4	-7	-3	-0.3
Cc1ccccc1-c1nc(CN2CCC(C(=O)NCCCN3CCCC3)CC2)c(C)o1	11	10	-24	8	-3	-0.2	3	0	-1.9
CCOc1ccc(CCNS(=O)(=O)c2c(C)n[nH]c2C)cc1OCC	12	24	-5	0	0	-1.7	-2	1	-1.5
Cc1ccc(-n2nnnc2SCC(=O)NC2CCCc3ccccc32)c(C)c1 (stereo unspecified)	-1	9	-6	7	-3	-2.4	-5	-8	-2.9
C/C(=N\NC(=O)CN1CCN(Cc2ccccc2)CC1)c1ccncc1	-10	19	7	3	-5	-3.0	0	-10	-1.4
COc1ccc(N/C(N)=N/c2nc(C)c(Cc3ccccc3)c(=O)[nH]2)cc1	25	-16	21	5	-9	0.4	0	-1	0.1
COc1ccc(NC(=O)C2CCN(C(=O)Cc3ccccc3)CC2)cc1OC	13	19	-1	4	-5	-2.2	-4	-4	0.1
COCCNC(=S)N1CCN(S(C)(=O)=O)CC1	-28	-5	5	9	3	-4.1	4	-11	-5.0
CCN(CC)CCNC(=O)COc1ccc(Cl)cc1Cl	-13	3	4	2	-5	-1.5	-2	0	-1.4
Fc1ccc(-n2c(Cc3ccccc3)nnc2SCc2nc(-c3cccs3)no2)cc1	-24	-14	-7	-2	-5	-6.7	3	-13	-2.7
C=CCn1c(C(CCCC)CC(C)O)n[nH]c1=S (stereo unspecified)	35	4	-1	4	-4	-5.4	1	7	-6.2
Cn1/c(=N\NC(=O)c2ccccc2Cl)sc2ccccc21	0	13	-2	6	-3	-1.8	-1	7	-2.7
OC(CNCc1ccccc1)(c1ccc(F)cc1)c1ccc(F)cc1	-60	-7	-8	2	-6	-0.3	1	-8	-1.0
C#CCOCCOCCOCCNc1nc(N2CCN(C(=O)CCCCCCCCCCNC(=O)Cn3cc(C[C@@H](C)O)nn3)CC2)nc(N2CCN(C(=O)CCCCCCCCCCNC(=O)Cn3cc(C[C@@H](C)O)nn3)CC2)n1	-2	x	x	-2	-3	x	-3	x	x
CCN(CC)CCOC(=O)c1ccc(NC(=O)CCCN2C(=O)S/C(=C/c3ccc(OC)cc3)C2=S)cc1	-22	-12	-61	-3	x	-0.2	6	-6	-0.2
CCOc1ccccc1NC(=O)CSc1nc(N)c(C#N)cc1C#N	-11	-1	25	3	-1	0.1	-2	1	1.7
Cc1cc(C)c(C)c(S(=O)(=O)Nc2cccc(S(=O)(=O)Nc3ccccc3C(=O)O)c2)c1C	-6	x	x	5	-4	x	10	x	x
CCC(=O)Nc1ccc(NC(=O)c2ccc3ccccc3c2)cc1	11	30	1	-1	-3	-4.3	8	-1	-2.9
CN1CCN(C2Cc3cc(F)ccc3Sc3ccc(Cl)cc32)CC1 (stereo unspecified)	-25	x	x	6	-11	x	-2	x	x
O=S(=O)(c1ccccc1)N1CCC(O)(CSc2ccc(Cl)cc2)CC1	-19	-37	1	-1	93*	-2.3	-2	9	-1.8
O=C1OC[C@H]2CCCN2C(=O)[C@@H](CC(=O)N(CCO)Cc2ccccc2)C/C=C\C[C@H]1Cc1ccc(F)cc1	-5	x	x	2	-7	x	0	x	x
Next section:
SMILES	CRFR2-BP antag	UBC9 SUMO inh	HCV NS3 hel inh	IDE act	GalR3 antagonist	IMP-1 inh	IDE inh	pCIP destab	VIM-2 inh
O=C(CSCc1ccccc1)N1CCN(S(=O)(=O)c2ccc(F)cc2)CC1	-4	-4	2	1	-1	-2.1	-2	-17	-2.8
CC1(c2nnc(-c3ccncc3)o2)CC(c2cccnc2)=NO1 (stereo unspecified)	4	x	x	-3	-2	x	-1	x	x
COc1ccc(NC(=O)NNC(=O)c2ccccc2-n2cccc2)cc1OC	10	10	3	-6	-4	-1.7	0	11	0.1
O=C(COC(=O)c1ccc2ccccc2c1)NCCCc1ccccc1	-4	-3	0	3	-5	-4.8	-2	-3	-2.6
Cc1cccc(NC(=O)CCc2ccccc2)c1C	3	-8	1	3	-1	-1.1	0	-4	-1.6
O=C(c1ccccc1Cl)N1CCC(O)(c2cccnc2)CC1	15	0	3	5	-7	-2.9	0	0	-6.5
C=C(C)C(=O)Nc1cccc(C2=NOC3(C2)C[C@@H](C(N)=O)N(C(=O)C(=C)C)C3)c1 (stereo partly specified)	6	17	x	-3	-3	x	2	-4	x
CCCN1C(=O)c2ccccc2NC1c1ccc(O)c(OCC)c1 (stereo unspecified)	8	8	-2	0	-5	-3.0	0	-3	-4.2
Cc1cc(C)c(N=C2CCCN2Cc2ccccc2)c(C#N)c1	-17	-17	-5	7	-8	-1.8	3	5	-0.2
